Screens deposited in PubChem BioAssay by several laboratories.
SV40 large T antigen: SV40 large T antigen inhibitors, biochemical (AID 1903); SV40 large T antigen ATPase/helicase inhibition assay; higher % means a stronger effect; inhibition, % at 20 µM, or IC50 in µM where a hit was titrated; 310,000 tested, 0.39% active; in the data active = a potency from the dose series; inconclusive = inhibition mostly from about 32% at the one dose, without a potency; inactive = the rest, 99 in 100 with inhibition below about 32%; also: strong numbers were not always called active
Yfh1-depleted yeast: enhancers of respiration in Yfh1-depleted yeast, dose response, Friedreich's ataxia, plus single-dose screen (AID 1465); S. cerevisiae Yfh1-off respiration, WST-1 reduction, 72 h; higher fold induction means a stronger effect; one-dose fold induction at 50 µM; EC50 in µM for titrated hits; 220,000 tested, 0.074% active;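 active = fold induction of absorbance versus untreated yeast above a set limit, then at least 30% activation at any dose in follow-up; inconclusive = repeats straddling the limit, or above it without dose testing; inactive = fold induction below the set limit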;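 also: activators that raise dye reduction in frataxin-depleted yeast; strong numbers were not always called active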
AID2073: inhibitors of Mint1-CaV2.2 protein interaction, biochemical, HTRF (AID 2073); HTRF protein-protein interaction, Mint1-CaV2.2; higher % means a stronger effect; 290,000 tested, 0.19% active; one-dose inhibition, % at 20 µM; IC50 in µM for titrated hits; Voltage-dependent N-type calcium channel subunit alpha-1B (Homo sapiens); in the data active = inhibition mostly above about 51%, no sharp cut-off; inconclusive = no clear call, values can overlap the other calls; inactive = mostly below about 53%; also: some results filed as inactive read as strong as hits
MgcRacGAP inhibition: MgcRacGAP GTPase-activating activity inhibitors, confirmation, biochemical, ADP Hunter fluorescence. Rac GTPase-activating protein 1 (Homo sapiens). MgcRacGAP-stimulated Rac1 GTP hydrolysis, ADP Hunter fluorescence; higher % means a stronger effect; GST-tagged Rac1 F28L mutant substrate. inhibition, % at 30 µM; hits with a dose series show IC50 in µM. 340,000 tested, 0.6% active;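 active = first-screen hits whose inhibition reached a set limit at any dose in the follow-up dose series; inconclusive = inhibition above the set first-screen limit but never retested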;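 also: fluorescence reports GDP produced by GAP-driven GTP hydrolysis; strong numbers were not always called active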
GPR55 antagonists: GPR55 antagonists blocking LPI-driven arrestin recruitment, primary screen, imaging, U2OS, beta-arrestin-GFP, LPI agonist (AID 2013) | 290,000 tested, 0.13% active | G-protein coupled receptor 55 (Homo sapiens) | one-dose inhibition, % at 10 µM; IC50 in µM for titrated hits | U2OS GPR55 beta-arrestin-GFP translocation imaging, LPI antagonism; higher % means a stronger effect;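 active = spots per cell inhibited over 60%, with over 100 cells counted and total cytoplasm intensity under 500,000; inconclusive = wells with under 100 cells, flagged as likely toxic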;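 also: U2OS cells stably carrying GPR55 and arrestin-GFP stimulated by 5 µM LPI near EC80; imaged beta-arrestin-GFP aggregate spots per cell after agonist stimulation; plate controls were LPI-stimulated DMSO wells for no effect and DMSO wells without LPI for full effect; some results filed as inactive read as strong as hits; confirmed hits need IC50 under 10 µM and bright autofluorescent wells are also inconclusive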
GPR55 activation: GPR55 agonists via beta-arrestin recruitment, primary screen, imaging, U2OS cells, beta-arrestin-GFP redistribution (AID 1961); G-protein coupled receptor 55 (Homo sapiens); U2OS GPR55 beta-arrestin-GFP redistribution imaging; higher % means a stronger effect; activation, % at 10 µM; hits with a dose series show EC50 in µM; 290,000 tested, 0.048% active;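 active = activation above 40% with more than 50 cells counted in the well; inconclusive = wells holding fewer than 50 cells, flagged as toxic or sparse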;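 also: U2OS osteosarcoma cells stably expressing GPR55 and beta-arrestin-GFP; plate controls were DMSO negative control for no effect and LPI positive control for full effect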
Dengue-2 NS5 capping: Dengue-2 NS5 methyltransferase inhibitors, primary screen, biochemical, confirmation dose response (AID 588689); Dengue-2 NS5 methyltransferase capping enzyme assay, biochemical; higher % means a stronger effect; Genome polyprotein (Dengue virus type 2 (strain 16681-PDK53)); inhibition, % at 25 µM, or IC50 in µM where a hit was titrated; 340,000 tested, 0.3% active; in the data active = a potency from the dose series; inconclusive = inhibition above about 29% without an active follow-up result
GPR35 antagonists: GPR35 antagonists blocking zaprinast-driven arrestin recruitment, primary screen, imaging, U2OS, beta-arrestin-GFP, zaprinast agonist (AID 2058) | G-protein coupled receptor 35 (Homo sapiens) | U2OS GPR35 beta-arrestin-GFP translocation imaging, zaprinast antagonism; higher % means a stronger effect | one-dose inhibition, % at 10 µM; IC50 in µM for titrated hits | 290,000 tested, 0.052% active;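 active = inhibition of at least 50% with at least 30 cells and total cytoplasm GFP at most 10,000,000; inconclusive = under 30 cells or total GFP of 10,000,000 plus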
NTR1 ag: agonists of NTR1, primary screen, imaging, U2OS cells, beta-arrestin-GFP, high content (AID 493036) | activation, % at 20 µM | 330,000 tested, 0.17% active | NTR1-U2OS beta-arrestin-GFP spot imaging, agonist mode | Neurotensin receptor type 1 (Homo sapiens), P30989;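 active = activation at or above 40% of the spot to cytoplasm intensity ratio, with at least 20 cells analyzed; inconclusive = wells under 20 cells, flagged as cytotoxic or low count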;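 also: 0% = DMSO without peptide and 100% = 100 nM NTR1 peptide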
Target sequence (P30989 whole entry, looked up): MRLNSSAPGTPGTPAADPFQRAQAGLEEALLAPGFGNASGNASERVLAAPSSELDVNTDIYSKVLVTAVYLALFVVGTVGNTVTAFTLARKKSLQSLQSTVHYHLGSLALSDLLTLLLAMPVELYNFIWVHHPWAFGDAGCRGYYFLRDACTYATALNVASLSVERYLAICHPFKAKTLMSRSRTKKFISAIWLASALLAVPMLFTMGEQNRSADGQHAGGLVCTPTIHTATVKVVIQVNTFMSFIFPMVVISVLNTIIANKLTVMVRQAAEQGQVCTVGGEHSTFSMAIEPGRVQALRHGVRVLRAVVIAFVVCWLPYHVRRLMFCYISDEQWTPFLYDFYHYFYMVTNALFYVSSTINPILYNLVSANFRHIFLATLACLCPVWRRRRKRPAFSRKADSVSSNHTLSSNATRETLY
NTR1 ag cell count 20 µM: recorded beside NTR1 ag, whose call it bears; cell count; measured here: cell count, cytotoxicity flag
Dengue-2 NS5 capping pilot replicate: second read-out of Dengue-2 NS5 capping, no call of its own (marks repeat the call); inhibition, %; measured here: pilot screen replicate inhibition
* = called active by the depositor; i = inactive; ? = inconclusive; nt = no result given.

SMILES	SV40 large T antigen	Yfh1-depleted yeast	AID2073	MgcRacGAP inhibition	GPR55 antagonists	GPR55 activation	Dengue-2 NS5 capping	GPR35 antagonists	NTR1 ag	NTR1 ag cell count 20 µM	others
CC(=O)c1cccc(CN2CCC(CO)(Cc3ccccc3)CC2)c1	27%	i	-5%	-2%	8%	0.1%	-13%	9%	0.4	96
Cc1cc(C)cc(NC(=O)COC(=O)c2n[nH]c3ccccc23)c1	6%	i	10%	12%	5%	1.2%	-4%	2%	0.2	66
COc1cccc2sc(Nc3nc(C)c(C(C)=O)s3)nc12	3%	i	8%	10%	8%	-0.2%	-11%	7%	3.3	78
O=C(O)CSc1cc(NS(=O)(=O)c2ccc(Br)cc2)c2ccccc2c1O	?	nt	20%	6%	-4%	-0.1%	7.7µM*	3%	nt	nt
CCCn1nnnc1NCc1cccc(OC)c1OC	19%	nt	4%	-4%	6%	-0.1%	-10%	19%	-1.1	26	Dengue-2 NS5 capping pilot replicate=0.0
CCOc1ccc(N(C(=O)CNS(=O)(=O)c2ccccc2)C(CC)C(=O)NCc2ccco2)cc1 (stereo unspecified)	-6%	i	4%	17%	10%	0.2%	-7%	-4%	1.6	67
O=C(N/N=C/c1ccc(Br)o1)c1cc([N+](=O)[O-])cc([N+](=O)[O-])c1	11%	i	39%	12%	4%	0.3%	0%	28%	-0.1	53
CC1=NN(c2ccccc2)C(=O)/C1=C/c1c(O)n(-c2ccc(F)cc2)[nH]c1=O	16%	i	-5%	4%	23%	0.0%	-4%	-3%	1.9	70
COc1ccc(-n2cnc3cc(NC(=O)c4ccco4)ccc32)cc1	-5%	i	9%	15%	-4%	0.9%	5%	8%	0.2	70
O=C(CSc1nnnn1-c1ccccc1)Nc1ccc(N2CCOCC2)c(Cl)c1	0%	i	2%	3%	9%	-0.2%	-6%	-1%	0.7	66
COc1cccc(OCCCOc2ccccc2C(C)C)c1	4%	i	10%	6%	14%	0.6%	-3%	21%	0.0	56
CCCc1c(O)nc(SCCN(CC)CC)n(C(=O)c2ccccc2)c1=O	3%	i	-8%	12%	18%	-0.3%	-11%	23%	-0.5	77
Cc1c(/C(O)=C2\C(=O)C(=O)N(CCN(C)C)C2c2ccco2)cnn1-c1ccccc1 (stereo unspecified)	4%	i	-5%	4%	9%	-0.1%	-6%	7%	-0.7	68	Dengue-2 NS5 capping pilot replicate=-9.4
CCc1cc(C(=O)N2CCN(c3ncc(C(F)(F)F)cc3Cl)CC2)sc1C	-3%	nt	7%	6%	2%	0.0%	4%	25%	2.1	46
O=C(CCC1CCCC1)N1CCC(N2CCCCCC2)CC1	8%	i	-1%	22%	12%	0.3%	-4%	10%	2.8	52
S=c1[nH]nc(Cc2ccc(Br)cc2)n1/N=C/c1ccc(Cl)cc1	10%	i	10%	6%	0%	-0.2%	1%	-5%	6.0	35
COc1ccc(OC)c(Nc2nc(N)nc(CSc3nnc(-c4ccncc4)o3)n2)c1	10%	nt	0%	nt	14%	0.0%	nt	-5%	-4.1	82
COc1ccc(C(=O)Nn2c(C)nc3ccccc3c2=O)cc1	-2%	nt	-5%	13%	2%	0.0%	5%	-8%	-1.4	93
CCOC(CCNC(=O)c1cn(C)c(=O)c2c1c1ccccc1n2C)OCC	10%	nt	12%	7%	0%	0.8%	-5%	6%	3.3	69
O=C(CSc1ccc(-c2ccccn2)nn1)N1CCc2ccccc21	7%	i	-8%	8%	3%	-0.5%	-3%	5%	1.6	77
CCc1ccc(N(C2C=CS(=O)(=O)C2)S(=O)(=O)c2ccc(C)cc2)cc1 (stereo unspecified)	17%	i	9%	-1%	5%	0.0%	-4%	-6%	0.7	70
CC(=O)c1cccc(NC(=O)C(C)N(C)CC(=O)Nc2ccc(Cl)cc2)c1 (stereo unspecified)	6%	i	-12%	11%	11%	0.0%	2%	-1%	0.5	63
COc1ccc(Cl)cc1NC(=S)NCCO	9%	i	13%	5%	12%	-0.1%	5%	-6%	0.5	49
Nc1nc(SCC(=O)NN(c2ccccc2)c2ccccc2)n[nH]1	3%	i	-1%	3%	17%	-0.2%	5%	4%	-0.9	72
Cc1ccccc1C(=O)Nc1ccc(C(=O)N/N=C/c2ccc(O)c(Br)c2)cc1	28%	i	17%	28%	-4%	-0.1%	-4%	-2%	-0.2	96

Entries above that contain an NH in an aromatic ring (4):
SMILES	SV40 large T antigen	Yfh1-depleted yeast	AID2073	MgcRacGAP inhibition	GPR55 antagonists	GPR55 activation	Dengue-2 NS5 capping	GPR35 antagonists	NTR1 ag	NTR1 ag cell count 20 µM	others
Cc1cc(C)cc(NC(=O)COC(=O)c2n[nH]c3ccccc23)c1	6%	i	10%	12%	5%	1.2%	-4%	2%	0.2	66
CC1=NN(c2ccccc2)C(=O)/C1=C/c1c(O)n(-c2ccc(F)cc2)[nH]c1=O	16%	i	-5%	4%	23%	0.0%	-4%	-3%	1.9	70
S=c1[nH]nc(Cc2ccc(Br)cc2)n1/N=C/c1ccc(Cl)cc1	10%	i	10%	6%	0%	-0.2%	1%	-5%	6.0	35
Nc1nc(SCC(=O)NN(c2ccccc2)c2ccccc2)n[nH]1	3%	i	-1%	3%	17%	-0.2%	5%	4%	-0.9	72

The main list resumes, repeating the 2 entries before the break.
SMILES	SV40 large T antigen	Yfh1-depleted yeast	AID2073	MgcRacGAP inhibition	GPR55 antagonists	GPR55 activation	Dengue-2 NS5 capping	GPR35 antagonists	NTR1 ag	NTR1 ag cell count 20 µM	others
Nc1nc(SCC(=O)NN(c2ccccc2)c2ccccc2)n[nH]1	3%	i	-1%	3%	17%	-0.2%	5%	4%	-0.9	72
Cc1ccccc1C(=O)Nc1ccc(C(=O)N/N=C/c2ccc(O)c(Br)c2)cc1	28%	i	17%	28%	-4%	-0.1%	-4%	-2%	-0.2	96
Cc1nc(Nc2cccc(F)c2)c2oc3ccccc3c2n1	-3%	nt	19%	5%	3%	-0.1%	-6%	12%	10	73
CCOC(=O)C1(Cc2cccc(OC)c2)CCCN(CCO)C1 (stereo unspecified)	5%	nt	6%	11%	1%	0.1%	0%	-6%	-0.4	49	Dengue-2 NS5 capping pilot replicate=-1.5
COC(=O)c1ccc(C23CC4(C2)[C@H](CN(C)[C@@H]4c2ccccc2)C3c2ccc(C(F)(F)F)cc2)cc1 (stereo partly specified)	7%	i	4%	10%	10%	-0.1%	-10%	-14%	-0.1	96
COc1ccccc1NC(=O)c1cc(S(=O)(=O)N2CCOCC2)ccc1Cl	5%	i	1%	0%	0%	-0.1%	-4%	6%	-2.9	71
CS(=O)(=O)N(CCc1ccccc1)CC(=O)N1CCN(c2ccccc2F)CC1	15%	i	-1%	13%	7%	-0.3%	-9%	3%	-1.1	41
Cc1cc(C)c2c(=O)[nH]c(SCc3ccc([N+](=O)[O-])cc3)nc2n1	-3%	i	-2%	9%	0%	1.4%	-5%	4%	0.2	75
O=C(Nc1ccn(Cc2ccccc2F)n1)c1ccc(COc2cccc(Br)c2)cc1	6%	i	5%	9%	11%	-0.1%	3%	8%	-1.7	78
CC1CCCC(C)N1CC(O)COc1ccc(Cl)cc1 (stereo unspecified)	19%	i	10%	-1%	11%	-0.2%	1%	-5%	-1.4	57
O=C(COC(=O)C1CC(=O)N(c2ccc3c(c2)OCCO3)C1)NC1CCCc2ccccc21 (stereo unspecified)	14%	i	-3%	17%	25%	-0.1%	1%	-8%	0.1	45
CCn1cc(/C=C/C(=O)c2ccc(O)cc2)c(C)n1	12%	i	4%	5%	10%	0.2%	-4%	7%	1.8	44
COc1ccc2c(c1)-c1nc(N)sc1CC2	29%	i	14%	29µM*	8%	0.2%	13%	5%	4.6	34
CCc1nn(CC(=O)NCCc2ccc(S(N)(=O)=O)cc2)c(=O)c2cc3sccc3n12	15%	nt	6%	7%	-8%	-0.1%	-3%	5%	-0.7	68
COc1ccccc1NC(=O)CSc1nnc(C)n1Cc1ccccc1	9%	i	-2%	-1%	6%	0.3%	-1%	-1%	-1.3	45
Cc1cccc(CC2CC(=O)N(c3ccc(C)cc3Br)C2=O)c1 (stereo unspecified)	22%	nt	-2%	9%	6%	-0.1%	4%	11%	-0.1	74
CN1CCN(c2ccc(NC(=O)COc3ccc(Cl)cc3Cl)cc2)CC1	3%	i	-5%	8%	8%	0.2%	-6%	1%	1.9	84
O=C(/C=C/Nc1ccc(F)cc1)c1ccco1	4%	i	-7%	15%	11%	-0.4%	-17%	-7%	-0.3	34
COc1cc(-c2nc3cnccc3n2C)cc(OC)c1OC	9%	i	10%	0%	13%	0.0%	4%	-7%	0.2	41
Cc1ccc(C(=O)N/N=C\c2ccccc2[N+](=O)[O-])cn1	7%	i	-17%	2%	-8%	-0.5%	-8%	-9%	nt	nt
COc1cc(C2=NOC(C(=O)NCc3ccco3)C2)cc(OC)c1OC (stereo unspecified)	3%	i	23%	3%	6%	-0.1%	-1%	-4%	3.1	65
COc1ccc(OC)c(-c2cc(C(=O)N3CCc4ccccc4C3)no2)c1	10%	i	2%	5%	18%	0.2%	-6%	5%	6.9	60
CCOC(=O)c1ccc(N/C(=N/S(=O)(=O)c2ccccc2)c2ccccc2)cc1	2%	i	3%	-10%	16%	0.3%	5%	-10%	1.8	74
